# From PubChem
# EPAC1 antag – qHTS for Antagonist of cAMP-regulated guanine nucleotide exchange factor 3 (EPAC1): primary screen | Rap guanine nucleotide exchange factor 3 (Homo sapiens), O95398 | EPAC1 GEF assay, Rap1b-BODIPY-GDP exchange fluorescence | Potency, µM (top dose mostly 115 µM), for inactives: top-dose activity change, negative = inhibition, usual class: inhibitors | 0.14% of 360,000 active | AID 720709, 2013;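 note: potency is the fitted concentration of half-maximal effect; plate controls were vehicle for no effect and positive control for full effect; nearly all actives have a fitted effect of over 50% in size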
# PLK1 PBD inh – qHTS for Inhibitors of PLK1-PDB (polo-like kinase 1 - polo-box domain): Primary Screen; Serine/threonine-protein kinase PLK1 (Homo sapiens), P53350; 2.8% of 360,000 active; Plk1 PBD binding of FITC phosphopeptide, fluorescence polarization; Potency, µM, without a hit: max response, negative = inhibition, most hits filed as inhibitors; note: potency is the fitted concentration of half-maximal effect; series mostly up to about 57 µM; % is set by controls: 0 for no effect and ±100 for the full control effect; nearly all actives have a fitted effect of over 65% in size
# Target sequence (P53350 whole entry, looked up, the tested form may be a part): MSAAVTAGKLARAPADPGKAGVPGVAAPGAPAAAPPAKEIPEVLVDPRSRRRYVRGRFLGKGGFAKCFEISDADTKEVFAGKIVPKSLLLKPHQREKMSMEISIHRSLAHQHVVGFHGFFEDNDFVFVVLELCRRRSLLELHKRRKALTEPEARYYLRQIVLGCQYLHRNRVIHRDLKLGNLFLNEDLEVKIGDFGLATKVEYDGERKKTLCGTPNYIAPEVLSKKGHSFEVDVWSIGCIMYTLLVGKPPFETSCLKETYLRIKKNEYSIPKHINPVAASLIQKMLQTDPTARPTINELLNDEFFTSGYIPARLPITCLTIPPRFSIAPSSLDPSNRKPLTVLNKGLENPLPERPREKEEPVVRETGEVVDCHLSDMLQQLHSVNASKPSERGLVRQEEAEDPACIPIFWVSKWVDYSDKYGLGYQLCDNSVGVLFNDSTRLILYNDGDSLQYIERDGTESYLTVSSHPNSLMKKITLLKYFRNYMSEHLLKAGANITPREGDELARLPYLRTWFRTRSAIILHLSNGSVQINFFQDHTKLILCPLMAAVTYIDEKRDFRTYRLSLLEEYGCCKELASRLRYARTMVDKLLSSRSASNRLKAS
# IL-2 act – qHTS of IL-2 Activators | IL-2 activation reporter assay, cell-based qHTS; stimulated with anti-CD3/CD4/CD28 beads; in transgenic mouse T cells | activation, % (series mostly up to about 46 µM) | 0.065% of 360,000 active; in the data active = activation above about 50%; inconclusive = mostly about 30% to 49%; note: 0% is about no effect
#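 Readout is EGFP and DsRed signal by fluorescent plate cytometry after 18 h at 37 degrees C. Transgenic mouse T cells (750/well) received compound for 60 min before bead stimulation (anti-CD3, anti-CD4, anti-CD28); memory T cells served as non-tolerant control.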
# PI5P4Ka inh – qHTS for Inhibitors of phosphatidylinositol 5-phosphate 4-kinase (PI5P4K). max response, %. Phosphatidylinositol 5-phosphate 4-kinase type-2 alpha (Homo sapiens), P48426. 1.2% of 330,000 active. PI5P4Kalpha enzyme, ADP-Glo luminescence, 60 min; hits give low values; active = max response of -50% or lower; inconclusive = between -30% and -50%; inactive = -30% or higher; note: value at the top dose of about 77 µM; % is set by controls: 0 for no effect and ±100 for the full control effect
# Target sequence (P48426 whole entry, looked up): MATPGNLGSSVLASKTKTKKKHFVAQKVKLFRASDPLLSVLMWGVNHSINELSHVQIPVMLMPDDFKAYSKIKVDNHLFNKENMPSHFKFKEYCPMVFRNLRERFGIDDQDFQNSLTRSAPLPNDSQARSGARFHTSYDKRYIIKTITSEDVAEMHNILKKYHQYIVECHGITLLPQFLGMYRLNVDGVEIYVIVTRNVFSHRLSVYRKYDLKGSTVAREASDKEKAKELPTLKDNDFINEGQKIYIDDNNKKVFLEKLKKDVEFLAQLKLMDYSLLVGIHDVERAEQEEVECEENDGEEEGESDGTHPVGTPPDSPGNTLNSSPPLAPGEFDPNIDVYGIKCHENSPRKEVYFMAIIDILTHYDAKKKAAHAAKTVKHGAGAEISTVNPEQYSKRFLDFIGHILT
#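 ADP-Glo luminescence end-point read after a 60 min room-temperature kinase reaction of PI5P4Kalpha plus substrate, initiated with ATP at 5 microM final. Buffer: 0.038 M HEPES pH 7.4, EGTA, 0.1% CHAPS, 5% DMSO.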
# Abeta yeast res – qHTS for compounds that reverse cellular toxicity of Amyloid beta (A-beta) peptide in yeast: Primary Screen. yeast expressing A-beta42, growth rescue, OD600, 48 h; response scale: 0% DMSO, 100% iron-clioquinol control. Potency, µM (series often up to 46.1 µM), inactives show at the top dose growth rescue, most hits filed as activators. 0.063% of 410,000 active. AID 1347071, 2019; note: potency is the fitted concentration of half-maximal effect; nearly all actives have a fitted effect of over 55% in size
#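 Growth rescue measured by 600 nm absorbance after 48 h yeast culture at 30 C with compound. Values normalized between DMSO and an equimolar ferric chloride plus clioquinol control.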
# FUS suppressor – qHTS for Suppressors of FUS Proteinopathy: Primary screen using FUS-linked yeast assay; S. cerevisiae FUS-expressing, growth rescue, OD600, 24 h; Potency, µM (highest dose often 76.6 µM), for inactives: top-dose growth rescue (activation), hits mostly activators; 0.24% of 390,000 active;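 note: potency is the fitted concentration of half-maximal effect; plate controls were DMSO vehicle for no effect and reference control for full effect; nearly all actives have a fitted effect of over 55% in size; some results filed as inactive show a strong effect at the top dose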
#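 Galactose (2%) drives FUS expression in yeast precultured in raffinose; seeding density OD 0.005. Test compounds incubated 24hr at 30C and 99% humidity before absorbance at 600 nm was measured.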
# EPAC1 agonist – qHTS for Agonist of cAMP-regulated guanine nucleotide exchange factor 3 (EPAC1): primary screen; AID 720707, 2013; 0.073% of 360,000 active; Rap guanine nucleotide exchange factor 3 (Homo sapiens), O95398; Potency, µM (top dose mostly 154 µM), for inactives: at the highest dose activation, most hits filed as activators; EPAC1 agonist qHTS, biochemical assay; response scale: 100% = response to 6.5 mM cAMP; note: potency is the fitted concentration of half-maximal effect; nearly all actives have a fitted effect of over 60% in size
#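 EPAC1 100 nM, Rap1B–BODIPY-GDP 250 nM, unlabeled GDP 50 uM; compound titration; 5 min RT; kinetic read ex480/em540 at 5-min intervals ×30 min; data normalized to 6.5 mM cAMP agonist control.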
# WRN inhibitor – qHTS for Inhibitors of WRN Helicase; Bifunctional 3'-5' exonuclease/ATP-dependent helicase WRN (Homo sapiens), Q14191; WRN helicase unwinding, fluorescent forked duplex, kinetic; Potency, µM (highest dose often 114 µM), without a hit: at the highest dose activity change, negative = inhibition, hits mostly inhibitors; 0.46% of 360,000 active; note: potency is the fitted concentration of half-maximal effect; % is set by controls: 0 for no effect and ±100 for the full control effect; nearly all actives have a fitted effect of over 55% in size
#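 Screening of the MLSMR collection measured strand separation of a quenched forked DNA duplex (100 nM) by 20 nM WRN with 2 mM ATP, all final. Compounds were preincubated with enzyme 15 min at room temperature.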
# * marks the source's active call; other numbers are inactive results; ? = inconclusive; · = not tested or not shown; & = joins results of further samples; [ ] = another dose, or the depositor's remark. Unless noted, calls come from the whole dose curve; as a rule, active = well fitted curve in the direction sought with a large enough effect; inconclusive = small, poorly fitted or top-dose-only effect, or another doubt; inactive = no such curve, though single readings can be large; an effect the other way counts as inactive or inconclusive.
# Screens in order – PLK1 PBD inh	FUS suppressor	IL-2 act	EPAC1 agonist	PI5P4Ka inh	EPAC1 antag	WRN inhibitor	Abeta yeast res
O=C(Nc1ccc(C(=O)NCc2ccccc2)cc1)C1=CSCCO1
 : -1%	17%	0.6	-5%	-3	6%	2%	·
Cc1ccc(Nc2n[nH]c(=S)s2)cc1F
 : ?	·	-5.7	-6%	-76*	-1%	?	0%
Cc1ccc(-c2nnc(-c3ccc(NC(=O)c4ccco4)cc3)o2)cc1
 : -8%	-15%	2.6	-3%	4	-16%	-9%	-7%
COc1ccccc1NC(=O)C1=C(C)NC(SCC(=O)Nc2ccc(C(=O)O)cc2)=C(C#N)C1c1cccs1 (stereo not given)
 : ?	?	-1.4	-3%	-18	?	-19%	6%
Cc1c(NC(=O)C(C)OC(=O)CCc2c[nH]c3ccccc23)c(=O)n(-c2ccccc2)n1C (stereo not given)
 : -4%	·	0.7	4%	3	-7%	12%	-10%
COc1cc(O)c2c(=O)c3c(O)c(O)ccc3oc2c1OC
 : -13%	31%	-0.4	-22%	-7	-28%	2%	-22%
COC(=O)c1ccsc1NC(=O)CCS(=O)(=O)c1ccccc1
 : -17%	2%	-3.0	0%	0	16%	8%	-8%
C=CCNC(=O)CN1C2CCCC1CC(NC(=O)c1ccccc1C)C2 (stereo not given)
 : ?	7%	0.4	8%	-3	7%	4%	9%
COc1ccccc1C(=O)NC(=S)Nc1ccc(N2CCOCC2)c(Cl)c1
 : ?	-23%	-0.4	16%	-3	9%	0%	9%
O=C(Nc1cccn(Cc2cccc(F)c2)c1=O)NC1CCCCC1
 : 0%	-9%	-0.1	17%	7	5%	0%	12%
COc1ccc(CCN2C(=O)CSC2c2cccc([N+](=O)[O-])c2)cc1OC (stereo not given)
 : 4%	6%	0.4	-3%	-11	0%	7%	-6%
CSc1ccc(-c2nc(CSCC(=O)N3CCOCC3)c(C)o2)cc1
 : -18%	20%	-2.6	-3%	1	6%	15%	-17%
Cc1ccc(OCC(=O)Nc2ccc(S(=O)(=O)N(C)C3CCN(C)CC3)cc2)c(C)c1
 : 1%	-4%	-1.3	-1%	-7	6%	15%	9%
O=C(O)Cn1c(=O)n(Cc2ccccc2)c2ccccc21
 : -12%	-9%	0.5	13%	-7	6%	6%	-11%
Cc1cc(C)n2nc(SCC(=O)N/N=C/c3ccc(F)cc3)nc2n1
 : -2%	31%	-0.1	3%	·	-5%	-15%	-16%
CCCCNC(=O)C[C@@H]1C[C@@]2(C(=O)OC)CCCCC=C2N(CCc2ccc(OC)c(OC)c2)C1=O
 : -16%	23%	-0.9	-6%	0	-1%	7%	-15%
O=C(CCCCC(=O)OC1CCCCC1)OC1CCCCC1
 : -4%	4%	-0.8	-7%	11	-4%	-4%	-15%
O=C(O)CC12CC3CC(C1)CC(n1ncc(NCc4ccccc4Cl)c(Cl)c1=O)(C3)C2
 : 1%	21%	-2.3	0%	-3	-24%	1%	1%
CCCCC1(C)NC(=O)N(CC(=O)Nc2ccc(Cl)cc2C)C1=O (stereo not given)
 : -10%	5%	0.1	-1%	-4	10%	11%	1%
COc1ccccc1NS(=O)(=O)c1ccc(C)c(C(=O)NCC2CCCO2)c1 (stereo not given)
 : 3%	5%	0.4	-2%	-1	0%	39%[activator]	-15%

# Results in Abeta yeast res, for two of the compounds above:
molecule | Abeta yeast res
Cc1ccc(Nc2n[nH]c(=S)s2)cc1F | 0%
Cc1ccc(-c2nnc(-c3ccc(NC(=O)c4ccco4)cc3)o2)cc1 | -7%

# Carrying on.
# Screens in order – PLK1 PBD inh	FUS suppressor	IL-2 act	EPAC1 agonist	PI5P4Ka inh	EPAC1 antag	WRN inhibitor	Abeta yeast res
CCN(CC)CCCNCC(=O)Nc1ccc2c(c1)CCC2
 : -2%	-42%	0.7	12%	2	-4%	-2%	3%
Cn1nc(-c2ccc(S(N)(=O)=O)s2)cc1C(F)(F)F
 : -29%	14%	0.1	-2%	6	-12%	-7%	7%
CCCCN(C(=O)c1cccc(S(=O)(=O)N2CCCCC2)c1)C1CCS(=O)(=O)C1 (stereo not given)
 : 3%	12%&24%	0.8	6%	-1	2%	-1%[57.1 µM]	13%&-11%
CCc1nnc(NC(=O)C(C)N2C(=O)C3C4C=CC(C4)C3C2=O)s1 (stereo not given)
 : -11%	3%	-3.0	9%	0	-14%	1%	-5%
Cc1ccc(C(C)CCN2CCC(n3nccc3NC(=O)c3ccccc3)CC2)o1 (stereo not given)
 : 1%	·	0.6	-7%	-3	-3%	-13%	3%
COc1ccc(C(=O)N2CCN(C)C(=O)[C@@H]2C)cc1OC1CCN(C(C)C)CC1
 : 2%	·	-3.8	-7%	-8	15%	-2%	0%
C=CCSc1nnc(NC(=O)c2ccc(N3CCCC3=O)cc2)s1
 : 5%	-7%	0.7	2%	?	-21%	-2%	8%
O=c1ccc(S(=O)(=O)N2CCCC2)cn1Cc1ccc(F)cc1
 : -3%	7%	2.4	2%	1	20%	5%	-6%
C=CCNC(=O)c1cccc2c1C(=O)c1ccc(N3CCCC3)cc1S2(=O)=O
 : 17%	8%	0.2	-22%	3	-22%	3%	-18%
O=C(NCCNCc1ccccn1)c1ccco1
 : 2%	1%	1.7	1%	-2	9%	0%	-13%
COc1ccc(NC(=O)C(=O)N/N=C\c2ccc(CNC(=O)C(=O)Nc3ccc(C)c(C)c3)o2)c(OC)c1
 : 6%	10%	-1.1	-1%	0	2%	0%[57.1 µM]	11%
Cc1ccc(-c2c(C(=O)N(C)Cc3ccccc3)oc(=O)c3ccccc23)cc1
 : 0%	?	-0.8	6%	7	7%	-13%	-39%&-31%[inhibitor]
Cc1ccc(C(=O)NCC(=O)OCc2nnc(-c3ccc([N+](=O)[O-])cc3)o2)s1
 : -6%	·	0.4	-6%	-62*	-19%	-10%	1%
C=CCNC(=S)NNC(=O)c1ccc(C)c(Cl)c1
 : -2%	1%	-2.3	3%	-1	-6%	-1%[57.1 µM]	4%
CCOc1ccc(S(=O)(=O)N2CCCCC2)cc1NC(=O)CSCc1c(C)noc1C
 : -17%	22%	-0.1	-5%	0	-14%	-30%	7%
O=C(Nc1ccc(CSc2ccccc2)cc1)c1ccc(CN2CCOCC2)cc1
 : 2%	·	-3.9	8%	-3	0%	0%	0%
COc1cc(NC(=O)c2ccccc2)cc(OC)c1
 : 2%	-3%	-3.5	-4%	0	6%	-7%	-4%
CS(=O)(=O)N1CCN(c2ccc(NC(=O)CSc3ccc(Cl)cc3)cc2)CC1
 : -3%	-14%	-1.4	10%	·	17%	-7%	10%
O=C(CSc1nccc(=O)[nH]1)Nc1ccc(N2CCOCC2)c(Cl)c1
 : 5%	-1%	-0.1	-7%	-11	8%	-1%	1%
CCC(C)[C@@H]1NC(=O)N(CCCN2CCCC2=O)C1=O (stereo not given in full)
 : -10%	4%	-5.9	7%	-2	-10%	9%	-14%
NC(=S)N/N=C1\CC(n2nnnc2-c2ccccc2Cl)C2COC1O2 (stereo not given)
 : -9%	15%	-4.9	2%	-4	-12%	-1%	-13%
Cc1ccc(C2CCN(C(=S)Nc3cccc(Cl)c3)C2)cc1 (stereo not given)
 : 4%	37%	0.4	-7%	2	13%	-3%	?
COc1ccccc1NC(=O)C(C)OC(=O)CSCC(=O)Nc1ccc(C)cc1C (stereo not given)
 : -6%	5%	-0.7	14%	7	-9%	-5%	8%
O=C(Nc1nnc(S(=O)(=O)N2CCOCC2)s1)c1cccc(F)c1
 : -7%	-17%&-22%	-3.0	2%	-5	11%	2%	-8%&-8%
COC(=O)c1ccc(OC(=O)c2ccncc2)cc1O
 : -19%	-25%	2.2	7%	5	5%	-10%	-1%
COc1cc(OC)c(C(=O)Nc2ccc(S(=O)(=O)Nc3ncccn3)cc2)cc1OC
 : -1%	?	-2.0	7%	·	-7%	-6%	14%
Cc1cc(/C=N/n2cnnc2)c(C)n1-c1ccc2c(c1)OCO2
 : -8%	20%	-1.4	24%	·	-19%	9%	-8%
CCC1(C)NC(=O)N(CC(=O)c2cc(C)n(C3CC3)c2C)C1=O (stereo not given)
 : 2%	27%	2.6	3%	2	6%	-13%	2%
O=C(Cc1cccc(NC(=O)C2CCCN(C(=O)C3CC3)C2)c1)Nc1cccc(C(=O)N2CCCCC2)c1 (stereo not given)
 : -14%	3%	0.0	2%	-2	-9%	-12%	-4%
Cc1cc(NC(=O)CSc2nc(C(C)(C)C)nc3ccccc23)no1
 : 6%	-22%	0.1	9%	-5	-8%	7%	14%
CCCCNC(=O)N(O)C1N(/N=C/c2ccccc2O)C(=S)SC1(C)C (stereo not given)
 : 1%	-12%	0.1	8%	-1	-17%	-1%[57.1 µM]	4%
CCCNC(=S)Nc1ccc(Oc2ccccc2)cc1
 : -28%	23%	-1.3	13%	·	6%	-8%	24%
COC(=O)c1ccc(-c2n[nH]c(=O)c3ccccc23)cc1
 : 2%	14%	0.7	2%	2	4%	-3%	6%
CCOc1ccc(OCC)c(NC(=O)CN2CCN(c3ccc(C)cc3C)CC2)c1
 : -7%	7%	-1.4	9%	13	7%	-2%	-17%
CCn1c(SCC(N)=O)nnc1-c1ccc(S(=O)(=O)N2CCN(C)CC2)cc1
 : -6%	17%	4.3	9%	·	-3%	-14%	6%
Cc1cc(C)c2c(N)c(C(=O)Nc3ccc(C)c(C)c3)sc2n1
 : 0%	11%	-0.3	-3%	7	0%	2%	2%
O=C(Nc1cccc2ncccc12)c1ccc(-c2ccc(Br)cc2)o1
 : -5%	29%	1.2	21%	·	-2%	-10%	-6%
CSc1ccc(CN2CCSCC2)cc1
 : 8%	13%	0.2	2%	-6	4%	5%	15%
